Source: PubChem BioAssay
OX1R antag-1 – antagonists of human orexin 1 receptor (OX1R); 330,000 compounds, 1.8% hits; AID 485270; OX1R-expressing cells, FRET antagonist read-out; O43613; inhibition, % at 6.6 µM; in the data active means inhibition mostly above about 38%, no sharp cut-off; inactive means mostly below about 40%;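 further: 0% = agonist challenge alone and 100% = reference antagonist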
Target sequence (O43613 whole entry, looked up): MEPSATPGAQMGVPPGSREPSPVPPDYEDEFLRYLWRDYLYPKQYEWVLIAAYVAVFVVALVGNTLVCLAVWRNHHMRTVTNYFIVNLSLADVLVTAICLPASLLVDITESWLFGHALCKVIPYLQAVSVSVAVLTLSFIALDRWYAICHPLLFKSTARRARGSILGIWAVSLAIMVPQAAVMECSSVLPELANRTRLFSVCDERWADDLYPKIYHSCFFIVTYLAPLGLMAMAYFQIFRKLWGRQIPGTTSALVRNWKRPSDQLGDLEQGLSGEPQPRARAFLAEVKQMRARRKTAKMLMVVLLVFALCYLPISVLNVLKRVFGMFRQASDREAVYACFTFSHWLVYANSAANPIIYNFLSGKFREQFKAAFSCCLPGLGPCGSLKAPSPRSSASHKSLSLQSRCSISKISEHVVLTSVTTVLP
CHT allo act – human CHT allosteric activation; Q9GZV3; CHT-expressing cells, membrane potential dye, choline EC20; stronger effect = higher value; LV-AA mutant CHT in HEK293 cells; B-score at 10 µM; 310,000 compounds, 0.49% hits; AID 488977;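 active means initial fluorescence not abnormally high and integrated response B-score, plate-corrected, over 3 SD above library mean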
Target sequence (Q9GZV3 whole entry, looked up): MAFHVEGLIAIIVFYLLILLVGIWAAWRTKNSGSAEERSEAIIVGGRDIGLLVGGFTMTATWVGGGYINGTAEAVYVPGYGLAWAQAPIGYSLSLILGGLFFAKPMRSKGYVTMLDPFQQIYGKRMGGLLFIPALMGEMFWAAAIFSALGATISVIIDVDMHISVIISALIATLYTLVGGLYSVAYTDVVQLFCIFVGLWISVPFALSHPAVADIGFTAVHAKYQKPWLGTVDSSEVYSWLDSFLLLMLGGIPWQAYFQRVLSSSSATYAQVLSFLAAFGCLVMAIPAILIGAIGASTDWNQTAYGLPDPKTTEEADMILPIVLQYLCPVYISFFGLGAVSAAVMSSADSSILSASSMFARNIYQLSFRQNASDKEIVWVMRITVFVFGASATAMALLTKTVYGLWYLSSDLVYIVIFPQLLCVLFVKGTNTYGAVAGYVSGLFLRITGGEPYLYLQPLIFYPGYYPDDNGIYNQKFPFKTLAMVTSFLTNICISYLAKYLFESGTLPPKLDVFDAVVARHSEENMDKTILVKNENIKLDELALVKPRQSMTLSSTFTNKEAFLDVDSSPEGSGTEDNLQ
OX1R antag-2 – antagonists of human orexin 1 receptor | CHO/OX1R cells, Fluo-8 calcium fluorescence, orexin A | 330,000 compounds, 0.43% hits | inhibition, % at 5 µM | AID 434989;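 active means inhibition above its plate's threshold, mean inhibition of all tested compounds on the plate plus 3 SD, cut at about 37% in these data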;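 further: 0% = orexin A challenge wells and 100% = SB-334867-A antagonist wells; not every result past the cut was called active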
* = called active by the depositor; i = inactive; · = no result given.

Values in the order – OX1R antag-1	CHT allo act	OX1R antag-2
COc1ccc(-c2nc3cc(NC(=O)Cc4ccc(OC)c(OC)c4)ccc3o2)cc1
  15	i	4
CSc1ncccc1C(=O)NCCc1ccccc1F
  8	i	-13
COc1ccc(NC(=O)COC(=O)C23CC4CC(CC(NC(C)=O)(C4)C2)C3)cc1S(=O)(=O)N1CCOCC1
  1	·	-17
O=C(CCN1C(=O)[C@@H]2Cc3ccccc3CN2C1=O)NCc1ccccc1
  15	i	-8
Cc1ccc(S(=O)(=O)N2CCC(=O)N(CCOCc3ccccc3)CC2)cc1
  8	i	-9
CCOc1ccc(NC(=S)Nc2ccc3nsnc3c2)cc1
  113*	i	-12
CCOC(=O)CNC(=O)CNC(=O)Cn1ccc2ccccc2c1=O
  10	i	-13
CO/N=C/C(C#N)=C/c1ccc(OC)c(OC)c1
  29	i	-22
CCCCCCc1cc2cc(C(=O)NC)c(=N)oc2cc1O
  53	i	-16
CN1C(=O)NC(c2ccccc2Cl)C2=C1CC(C)(C)CC2=O (centres undefined)
  20	i	-5
CCN(CC)CCCNc1ncnc2ccccc12
  24	7.8*	-15
COC(=O)c1ccc(COC(=O)C23CC4CC(CC(O)(C4)C2)C3)o1
  13	i	-7
COC(=O)c1cc(Cl)cc2c(C)c(C3(O)CCCCC3)[nH]c12
  15	i	-26
COc1ccc(C(=O)Cc2ccc(OC)c(OC)c2)c(OC)c1
  0	i	4
COc1ccc(N2CCN(S(=O)(=O)c3ccc(-c4cc(C)no4)s3)CC2)cc1
  5	i	1
O=c1[nH]cnc2c1ncn2[C@@H]1O[C@H](CO)[C@@H](O)[C@H]1O
  9	i	11
COC(=O)c1cnn2c(C(F)(F)F)cc(-c3ccccc3)nc12
  18	i	-31
Cc1nonc1OCC(C)(COc1nonc1C)NC(=O)c1ccc(Cl)cc1
  9	i	-11
O=C(O)C1CCN(c2ccc(S(=O)(=O)N3CCOCC3)cc2[N+](=O)[O-])CC1
  26	i	-6
O=C(O)c1ccccc1C(=O)N1N=C(c2ccccc2)CC1c1ccccc1O (centres undefined)
  7	i	-8

Values in the order – OX1R antag-1	CHT allo act	OX1R antag-2
COc1cc(C(=O)NCC(=O)OC(C)C(=O)Nc2ncc(Cl)cc2Cl)cc(OC)c1OC (centres undefined)
  12	i	-37
COc1ccc(C)cc1NC(=O)CSc1nnc(COc2ccc(Cl)cc2)n1Cc1ccco1
  3	i	-5
CCOC(=O)c1c(C)[nH]c(C(=O)N/N=C\c2ccccc2Cl)c1C
  27	i	2
COc1ccc(OCC(=O)N/N=C/C(C)=C/c2ccco2)c(Br)c1
  25	i	-61
COc1ccccc1NS(=O)(=O)c1ccc(C(=O)N2CCCCCC2)cc1
  13	·	1
O=S(=O)(Nc1cc(Cl)ccc1N1CCCCC1)c1cccs1
  8	i	-20
CC(=O)c1ccc(NC(=O)c2cc(Cl)nc3ccccc23)cc1
  11	i	-19
Fc1cc(F)cc(NC(=S)N2CCC(c3ccccc3)C2)c1 (centres undefined)
  20	i	-18
CCOc1ccc(CCNC(=O)c2ccc(N3CCCC3=O)cc2)cc1OCC
  8	i	-25
Oc1[nH]c2ccccc2c1C1=NCCCC1
  19	i	-14
Cc1c(NC(=O)COC(=O)c2cc(-c3ccc(-c4ccccc4)cc3)nc3ccccc23)c(=O)n(-c2ccccc2)n1C
  47	i	31
CCOC(=O)N1CCC(NCCNC(=O)c2ccco2)CC1
  1	i	2
C[C@H](CO)N1C[C@H](C)[C@@H](CN(C)S(=O)(=O)c2ccc(F)cc2)Oc2ccc(NC(=O)Nc3ccccc3)cc2C1=O
  5	·	-20
COc1cc(C(=O)N2c3ccccc3CC2C)cc(OC)c1OC (centres undefined)
  12	i	-15
O=C(Cn1ccc([N+](=O)[O-])n1)Nc1nc2ccccc2s1
  -2	i	-3
COc1ccccc1NC(=S)NC1CCCCC1
  10	i	-5
O=C(COc1ccccc1Br)c1ccc2c(c1)OCO2
  17	i	-5
CN(C(=O)CSc1cn(CC(=O)N2CCOCC2)c2ccccc12)c1ccccc1
  16	i	-27
CC[C@]12c3[nH]c4ccc(Cl)cc4c3CCN1C(=O)[C@@H](CC(=O)NCCCOC)C[C@@H]2C(=O)N1CCN(C(=O)C2CC2)CC1
  -3	·	-14
Cc1nc2scc(-c3ccc(C(C)C)cc3)c2c(=O)n1N
  14	i	-39

By substructure, the entries above containing a COOH group.
Values in the order – OX1R antag-1	CHT allo act	OX1R antag-2
O=C(O)C1CCN(c2ccc(S(=O)(=O)N3CCOCC3)cc2[N+](=O)[O-])CC1
  26	i	-6
O=C(O)c1ccccc1C(=O)N1N=C(c2ccccc2)CC1c1ccccc1O (centres undefined)
  7	i	-8

Going on with the list:
Values in the order – OX1R antag-1	CHT allo act	OX1R antag-2
CCCCNC(=O)C1CCN(C/C(C)=C/c2ccccc2)CC1
  23	i	-25
COc1ccc(-c2nnn(CC(=O)N(CC(=O)NC3CCCC3)Cc3cccs3)n2)cc1OC
  13	i	-17
O=C(NC(=S)Nc1ccccc1N1CCCCC1)c1cccs1
  19	i	-19
CCCCn1c(N)c(N(Cc2ccccc2OC)C(=O)CN2C(=O)NC3(CCCC3)C2=O)c(=O)[nH]c1=O
  5	i	-12
Cc1cc(C)c(NC(=O)Cn2c(=O)n(Cc3ccco3)c(=O)c3ccccc32)c(C)c1
  32	i	-6
COc1ccc(C(C)=O)cc1Cn1nnc(-c2ccccc2Br)n1
  5	i	-13
O=C(Nc1cccc(Br)c1)c1ccc2snnc2c1
  29	i	-2
Cc1c(C)c2c(OCC(=O)N3CCC(C(N)=O)CC3)cc3c(c2oc1=O)CCC(C)(C)O3
  14	i	-28
CCN1CCN(c2ccc(S(=O)(=O)N3CCCCC3)cc2NC(=O)COc2ccccc2)CC1
  11	i	-24
C/C(=N\NC(=O)c1ccccc1O)c1cccs1
  13	i	-14
CCOC(=O)c1c(C)[nH]c(C)c1C(=O)COC(=O)CNC(=O)C1CCCCC1
  12	i	-1
CC(C)(C)[C@H]1COC(=O)[C@H](NC(=O)OCC2c3ccccc3-c3ccccc32)C/C=C\C[C@@H](CC(=O)N[C@@H](CO)Cc2ccccc2)C(=O)N1
  5	·	-19
COc1ccccc1Nc1nccc(N(C)C)c1C#N
  7	i	-4
COc1ccc2c(c1)CCc1c(C(=O)Nc3cc(C)n(Cc4ccc(Cl)cc4)n3)noc1-2
  2	i	-8
Cc1cc(C(=O)COC(=O)c2ccc(O)cc2)c(C)n1-c1ccccc1F
  21	i	2
Cc1ccc2sc(N(CCCN(C)C)C(=O)CCS(=O)(=O)c3ccccc3)nc2c1C
  2	i	-10
COc1ccc(Cl)cc1C(=O)Nc1cc(=O)n(C)c(=O)n1C
  6	i	-3
CN(C(=O)Cc1csc(-c2ccccc2)n1)c1c(N)n(Cc2ccccc2)c(=O)[nH]c1=O
  18	i	-19
O=C(c1ccccc1)N1CCC(O)(c2cccnc2)CC1
  15	i	-4
O=C(Oc1cc(=O)oc2c1c(=O)n1c3c(cccc23)CC1)c1ccccc1
  22	i	-32

Values in the order – OX1R antag-1	CHT allo act	OX1R antag-2
N=c1sccn1CC(=O)NCc1ccc(Cl)cc1Cl
  2	i	7
Cc1cccc(-c2cc(C(=O)Nc3cccnc3)c3ccccc3n2)c1
  16	i	-43
NC(=O)CSc1nnc(NC(=O)c2ccc(Br)o2)s1
  3	i	0
CC(C)C(NC(=O)c1ccccc1)C(=O)N1CCCCCC1 (centres undefined)
  14	i	-8
CCOC(=O)c1sc2nc(C)nc(Nc3ccc(OC)cc3)c2c1C
  11	i	-22
O=C(O)c1cccc(-n2cc(-c3cccc(C(F)(F)F)c3)cn2)c1
  -5	i	-18
O=C(NCCc1ccc(Cl)cc1)c1cc(-c2ccncc2)nc2ccccc12
  21	i	-22
O=C1CC(=C2c3ccccc3-c3ccccc32)C(=O)N1CCCCN1CCN(c2ccccc2)CC1
  14	i	-24
COc1cccc(CNC(=O)CCC2CCCN(C(=O)c3ccc(OC)c(F)c3)C2)c1 (centres undefined)
  11	i	-23
Cc1nc(S(=O)(=O)NC2CCCCC2)c(C#N)c(C)c1Cl
  21	i	-25
O=[N+]([O-])c1ccc(Cl)cc1Sc1nc2ccccc2o1
  17	i	-34
CC(C)(C)c1nn2cnnc2n(/N=C/c2ccccc2)c1=O
  -2	i	-3
CCOC(=O)COc1ccccc1/C=N/O
  2	i	1
Cc1cc(C)n(-c2ccc(C(=O)OCC(=O)Nc3ccc(S(=O)(=O)N4CCCCC4)cc3)cc2)n1
  32	i	12
Cc1ccc(CNC(=O)CN2C(=O)CSc3ccc(S(=O)(=O)N4CCC(C)CC4)cc32)cc1
  7	i	-34
O=C(COc1ccc(-c2nnco2)cc1)NCc1ccccc1Cl
  2	i	-4
Cn1ccnc1SCC(=O)NC12CC3CC(CC(C3)C1)C2
  1	i	-21
CCOC(=O)c1csc(NC(=O)c2cc3ccccc3o2)n1
  15	i	-31
Cc1cc(=O)oc(C)c1C(=O)NCc1ccccn1
  10	i	-9
Cc1nnc(SCC2=C(C(=O)O)N3C(=O)C(NC(=O)c4cc(F)c(F)cc4Cl)C3SC2)s1 (centres undefined)
  6	i	7

Ordered by number of heavy atoms (lowest first): six of the compounds above
Values in the order – OX1R antag-1	CHT allo act	OX1R antag-2
CC(C)(C)c1nn2cnnc2n(/N=C/c2ccccc2)c1=O
  -2	i	-3
CCOC(=O)c1sc2nc(C)nc(Nc3ccc(OC)cc3)c2c1C
  11	i	-22
O=C(NCCc1ccc(Cl)cc1)c1cc(-c2ccncc2)nc2ccccc12
  21	i	-22
COc1cccc(CNC(=O)CCC2CCCN(C(=O)c3ccc(OC)c(F)c3)C2)c1 (centres undefined)
  11	i	-23
Cc1nnc(SCC2=C(C(=O)O)N3C(=O)C(NC(=O)c4cc(F)c(F)cc4Cl)C3SC2)s1 (centres undefined)
  6	i	7
Cc1ccc(CNC(=O)CN2C(=O)CSc3ccc(S(=O)(=O)N4CCC(C)CC4)cc32)cc1
  7	i	-34

Profiles, quoted from the list. Screens in order: OX1R antag-1, CHT allo act, OX1R antag-2
Results for N=c1sccn1CC(=O)NCc1ccc(Cl)cc1Cl : 2, i, 7
Results for CC(C)C(NC(=O)c1ccccc1)C(=O)N1CCCCCC1 (centres undefined) : 14, i, -8

Next part:
Values in the order – OX1R antag-1	CHT allo act	OX1R antag-2
Cc1cc(C)c2cc(C#N)c(N3CCCN(S(=O)(=O)c4ccccc4)CC3)nc2c1
  38	i	-17
COc1ccc(-c2coc3cc(O)ccc3c2=O)cc1O
  8	i	-1
COc1ccc(CCNS(=O)(=O)c2ccc([N+](=O)[O-])cc2)cc1OC
  29	i	3
CCn1c(=O)cc(SCC(=O)N2CCCCC2)c2ccccc21
  5	i	-19
Cc1cc(C(=O)Nn2c(C)nc3ccccc3c2=O)ccc1[N+](=O)[O-]
  22	i	-30
N#Cc1nc(-c2ccco2)oc1NCc1cccnc1
  25	i	-13
O=C(Cn1ncc2c([nH]c3ccccc32)c1=O)Nc1ccc(F)cc1F
  2	i	-1
O=C(O)c1cn(-c2ccc(N3CCCC3)c(F)c2)c2c(F)c(F)c(F)cc2c1=O
  26	i	-24
COc1ccc(CNc2nc(NCc3ccc(OC)cc3)n(C(=O)c3ccncc3)n2)cc1
  18	i	-37
Cc1ccc(CN2CCC(C(=O)Nc3cccc(-c4cccc(F)c4)c3)CC2)o1
  6	i	-25
CCOc1cc(/C=C(/C#N)c2nc3ccccc3[nH]2)ccc1Oc1ccc([N+](=O)[O-])cn1
  25	i	-5
COc1cc(CNC(C)(C)CO)ccc1OCC(=O)Nc1ccc(Br)cc1
  0	i	-26
CN(C)c1ccc(/C=C2\SC(N3CCCCC3)=NC2=O)cc1
  32	i	-11
CCN(CC(=O)NCc1ccc(Cl)cc1)C(=O)c1cc(S(=O)(=O)N2CCOCC2)ccc1C
  1	·	-8
COc1cccc(C2/C(=C(/O)c3ccc(F)cc3)C(=O)C(=O)N2CCN(C)C)c1 (centres undefined)
  12	i	0
COc1cccc(-c2nn3c(-c4cc(C)[nH]n4)nnc3s2)c1
  23	i	-36
O=C(NCc1ccc(Cl)cc1)c1ccc(COCC(F)(F)F)o1
  20	i	-7
CC(CNC(=O)Cn1ccc(NC(=O)OCc2ccccc2)nc1=O)c1ccccc1 (centres undefined)
  6	·	1
COc1ccc(C2c3c(noc3C)CC(C)(O)C2C(C)=O)cc1 (centres undefined)
  5	i	13
O=C(NCCc1ccc(Cl)cc1)c1ccc2nccnc2c1
  20	i	-4

Values in the order – OX1R antag-1	CHT allo act	OX1R antag-2
COc1cc(/C=C2/C(=N)N3C(=NC2=O)SN=C3S(=O)(=O)C(C)C)ccc1OS(=O)(=O)c1ccccc1
  14	i	1
COC(=O)Cn1c2ccccc2c2nc(=O)cc(C)n21
  19	i	2
C[C@H](CO)N1C[C@H](C)[C@H](CN(C)C(=O)Nc2ccc(F)cc2)Oc2ccc(NC(=O)NC3CCCCC3)cc2CC1=O
  -1	·	-22
Cc1cccc(C(=O)NCC(=O)NCC(c2ccco2)N2CCCCC2)c1 (centres undefined)
  5	i	-12
COc1cc(/C=C(\C#N)C(=O)NCC2CCCO2)ccc1O (centres undefined)
  21	i	-5
c1nc(N2CCOCC2)c2c3c(sc2n1)CCCC3
  9	i	-18
Cc1ccc(OCCC(=O)OCC(=O)NC(=O)NC2CCCC2)cc1
  21	i	-17
CCCCCCCC1(C)NC(=O)NC1=O (centres undefined)
  19	i	-3
O=C(c1cccnc1Nc1ccccc1F)N1CCOCC1
  14	i	-3
COc1ccccc1CNC(=O)c1cc(-c2cccnc2)nc2ccccc12
  15	i	-34
